Mm-Cpn inhibitor: inhibitors of Methanococcus maripaludis chaperonin (MmCpn). purified Mm-Cpn ATPase, ADP Transcreener TR-FRET. Potency, µM (titrated, usually from 76.9 µM), inactives show at the top dose activity, negative = inhibition, usual class: inhibitors. 330,000 tested, 0.031% active; note: potency is the fitted concentration of half-maximal effect; % is set by controls: 0 for no effect and ±100 for the full control effect; nearly all actives have a fitted effect of over 80% in size
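Eu-cryptate anti-ADP/ADP-d2 competition gives a ratio inversely related to ADP. Enzyme at 25 nM was pre-exposed to compound for 10 min, then given 10 uM ATP for 30 min, 37°C throughout.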
CCT modulator: changes cytosolic chaperonin activity. purified chaperonin ATPase assay, HTRF ADP detection, 30 min. activity change, % (concentration not given with the values), hits read low. 360,000 tested, 0.3% active; in the data active = activity change below about -30%; note: % is set by controls: 0 for no effect and ±100 for the full control effect
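Nucleotide hydrolysis assay: TRiC at 20–40 nM final (set by batch activity) with 10 uM ATP, 30 min at 37 °C, in presence of 76 uM compound. Detection by competitive ADP HTRF, 30 min ambient.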
TGFb inhibitor: TGF-b pathway inhibition; HepG2 CAGA-GFP TGF-b/SMAD3 reporter, GFP fluorescence, 18 h; TGF-beta stimulated, 500 pg/mL final; Potency, µM (highest dose often 46.1 µM), for inactives: at the top dose activity, negative = inhibition, actives largely listed as inhibitors; 410,000 tested, 1.2% active; AID 588855; note: potency is the fitted concentration of half-maximal effect; % is set by controls: 0 for no effect and ±100 for the full control effect; nearly all actives have a fitted effect of over 65% in size
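HEPG2 CAGA-GFP, 1000 cells/well; 2 h settle, 37 C; cpd via pin tool; TGF-b 500 pg/mL final; 18 h, 37 C; GFP imaging ex488/em500-530; %Activity normalised to -TGF-b and +DMSO controls; CRC fit, curve class.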
Nrf2 ARE act: activators of Nrf2 (ARE) signaling. Potency, µM (highest dose often 46.1 µM), for the others: at the highest dose activation, usual class: activators. 410,000 tested, 0.31% active. AREc32 ARE-luciferase reporter (MCF7-derived line), luminescence, 24 h; note: potency is the fitted concentration of half-maximal effect; % of control where 0% means no effect; nearly all actives have a fitted effect of over 65% in size
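Quantitative high-throughput format: AREc32 reporter cells, 1000 per well, received compound by pin transfer and were incubated 24 hr at 37 deg C, 5% CO2, before Steady-Glo luminescence detection.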
A549 viability: kills or reduces viability of A549 cells in Nrf2 counter-screen; Potency, µM (titrated, usually from 46 µM), for inactives: at the highest dose activity change, negative = cytotoxicity, most hits filed as inhibitors; 390,000 tested, 0.16% active; A549 ARE-Fluc cells, CellTiter-Fluor viability, 18-24 h; note: potency is the fitted concentration of half-maximal effect; % is set by controls: 0 for no effect and ±100 for the full control effect
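A549 ARE-Fluc cells in 5% FBS OPTI-MEM, 5000 cells/well, rested 2 h then exposed to compounds in concentration-response for 18-24 h at 37 °C. Viability by CellTiter-Fluor fluorescence (Ex 405/Em 525) after 30 min; luciferase luminescence (BugLite, 15 min, RT) read afterwards.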
HepG2 tox: HepG2 cytotoxicity, counter-screen for TGF-b inhibitors. AID 588856. Potency, µM (highest dose often 46.1 µM), without a hit: top-dose activity change, negative = cytotoxicity, hits mostly cytotoxic. 410,000 tested, 0.76% active. HepG2 CAGA-GFP viability, ATP luminescence, 18 h; note: potency is the fitted concentration of half-maximal effect; some results filed as inactive show a strong effect at the top dose
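HepG2 CAGA-GFP cells (1000/well, DMEM with 1% FBS) received compound, then TGF-beta at 500 pg/mL final, and were incubated 18 hours at 37 degrees C. Viability was read by CellTiter-Glo luminescence. Media-only wells were set as complete cell-killing and DMSO as no toxicity.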
Nrf2 inh: blocks Nrf2 signaling. A549 ARE-Fluc reporter, luciferase luminescence, 18-24 h. Potency, µM (series often up to 46 µM), without a hit: at the highest dose activity change, negative = inhibition, hits mostly inhibitors. 360,000 tested, 2.1% active. AID 504444; note: potency is the fitted concentration of half-maximal effect; % is set by controls: 0 for no effect and ±100 for the full control effect; nearly all actives have a fitted effect of over 60% in size
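Two sequential reads on A549 ARE_Fluc cells exposed to compound for 18-24 h: a CellTiter-Fluor fluorescence read for viability, then a luciferase luminescence read for Nrf2/ARE activity.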
Akt phos inh: inhibitors of Akt phosphorylation; Neuro2A IGF-stimulated pAkt S473 HTRF, 20 min; active compounds read low; activity change, % for hits at 50 µM; 360,000 tested, 0.32% active; AID 651550; in the data active = activity change below about -80%; inconclusive = mostly about -51% to -80%; note: % is set by controls: 0 for no effect and ±100 for the full control effect
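Neuro2A cells (4,500/well, DMEM with 0.5% FBS) were treated with compound at a single 50 µM final concentration, stimulated with 6 nM IGF for 20 min at 37 °C, and lysed. Phospho-Akt Ser473 was read by HTRF as 665/615 ratio ×10^4.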
S2 tox: reduces viability in counter-screen for ATXN expression inhibitors; S2 cells (HEK-293 line with an ATXN2-luciferase reporter) viability, CellTiter-Fluor protease fluorescence, 24 h; Potency, µM (series often up to 56.7 µM), most hits filed as cytotoxic; 400,000 tested, 0.49% active; AID 651635; note: potency is the fitted concentration of half-maximal effect; nearly all actives have a fitted effect of over 40% in size
Starred values were filed as active, the others as inactive; i = inactive; ? = inconclusive; / = no result given; & = joins results of further samples; [ ] = another dose, or the depositor's remark. Unless noted, calls come from the whole dose curve; as a rule, active = well fitted curve in the direction sought with a large enough effect; inconclusive = small, poorly fitted or top-dose-only effect, or another doubt; inactive = no such curve, though single readings can be large; an effect the other way counts as inactive or inconclusive.

Fields – Mm-Cpn inhibitor	CCT modulator	TGFb inhibitor	Nrf2 ARE act	A549 viability	HepG2 tox	Nrf2 inh	Akt phos inh	S2 tox
> COc1ccc(NC(=O)c2cnc3n(c2=O)CCS3)cc1OC
 : 1%	0.6	1%	-0.5%	1%	12%	1%	i	i
> Cc1cc(C)c2c(N)c(C(=O)C(C)(C)C)sc2n1
 : 0%	2.5	-20%	0.3%	-1%	0%	19%	i	/
> Cc1sc2ncn(CC(=O)Nc3ccc(C(C)C)cc3)c(=O)c2c1S(=O)(=O)N1CCN(c2ncccn2)CC1
 : /	/	-1%	-0.8%	-4%	-3%	-25%	/	i
> CCC1CCc2sc(C(=O)O)cc2C1 (stereo not drawn)
 : -5%	-2.3	53%[activator]	0.0%	1%	26%	/	i	i
> CCN(CC)C(=O)C1=C(C)N(Cc2ccc(OC)cc2)C(=O)C(CC(=O)NC(c2ccccc2)c2ccccc2)C1 (stereo not drawn)
 : /	-0.2	4%	-0.5%	/	2%	/	i	?
> COc1ccc(Oc2nccc(-c3ccc(Cl)cc3)n2)cc1
 : 0%	2.4	1%	-1.2%	-7%	8%	11%	/	i
> COCCNC(=O)c1nn2c(C(F)(F)F)cc(-c3ccccc3)nc2c1Cl
 : -1%	-0.1	-1%	26%	-7%	9%	-3%	i	/
> COc1cccc(C2c3[nH]c4ccccc4c3CCN2C(=O)Cn2cncn2)c1OC (stereo not drawn)
 : 0%	-1.3	8%	2.8%	-3%	-5%	1%	i	i
> Cc1cc(S(=O)(=O)NCC(c2ccccc2)c2ccccc2)ccc1-n1cnnn1
 : -5%	1.3	-21%	1.4%	-3%	18%	?	i	i
> COc1ccc(C2NC(=O)C(C#N)=C(S)N2c2ccc(C)cc2)cc1OC (stereo not drawn)
 : 0%	-3.4	?	0.5%	-3%	-35%	-40%	i	i
> Cn1c(Cc2csc(N)n2)nnc1SCC(=O)NCc1ccccc1
 : -1%	1.8	1%	-0.3%	-1%	-43%	-13%	i	i
> CC(=O)NNC(=O)CCn1c2c(c3ccccc31)CCCC2
 : 0%	-1.9	10%	-0.7%	1%	18%	1%	i	i
> CN(C)CCC1(c2ccccc2)CCN(C)C1=O (stereo not drawn)
 : /	0.3	4%	-1.0%	/	3%	/	i	i
> CC1CC(C)CN(C(=O)CSc2nnc(N)s2)C1 (stereo not drawn)
 : 1%	-1.1	-4%	-0.4%	9%	-1%	-3%	i	i
> O=C(O)CCCCNS(=O)(=O)c1ccc(Cl)c(C(F)(F)F)c1
 : 2%	0.3	0%	0.3%	1%	17%	1%	i	i
> Cc1csc2nc(CSc3nncn3-c3ccccc3)c(Br)n12
 : 1%	-4.9	4%	14%	-5%	4%	18%	i	i
> Cc1noc(C)c1NC(=O)N(C)C[C@H]1Oc2c(NC(=O)c3ccncc3)cccc2C(=O)N([C@H](C)CO)C[C@@H]1C
 : -2%	0.7	-7%	-0.6%	6%	-3%	6%	i	i
> COc1ccc(/C=C/CN2CCCC(CO)(Cc3cccc(Cl)c3)C2)cc1 (stereo not drawn)
 : 0%	-1.9	?	3.7%	-12%	-67%	3%	i	i
> Cc1ccc(NC(=O)Cn2nc(C(=O)Nc3ccc(C)cc3)ccc2=O)cc1
 : -3%	0.5	-14%&-6%	3.0%&3.2%	-1%&2%	-24%&-17%	-9%	/	i
> O=C(Nc1ccc(S(=O)(=O)N2CCOCC2)cc1)c1c(F)cccc1F
 : 0%	-1.7	2%	0.2%	-12%	2%	-19%	i	i
> COC(=O)CCC(=O)NNC(=O)Cc1ccccc1
 : 0%	-0.5	-11%	0.1%	5%	3%	4%	i	i
> CC(C)CCNC(=O)c1ccc(NC(=O)N2CCCCc3ccccc32)cc1
 : /	/	5%	0.3%	1%	6%	6%	/	i
> CN(CC(=O)Nc1ccccc1Cl)C(=O)COC(=O)CCN1C(=O)C2CC=CCC2C1=O (stereo not drawn)
 : -4%	-5.5	2%	0.3%	-10%	3%	10%	i	i
> COC(=O)C1=CN(C2CCCCC2)C=C(C(=O)OC)C1c1ccc2c(c1)OCO2
 : 2%	0.7	2%	0.4%	0%	7%	-12%	i	i
> Cc1cc(CNC[C@H]2O[C@@H](n3ccc(=O)[nH]c3=O)[C@H](O)[C@@H]2O)no1
 : /	2.6	0%	-0.9%	/	-2%	/	i	i
> O=C(CCc1n[nH]c(=O)[nH]c1=O)Nc1cccc([N+](=O)[O-])c1
 : -5%	-1.0	15%	2.2%	-1%	5%	7%	i	i
> C[C@@]12C(=O)N(c3ccc(C(F)(F)F)cc3)C(=O)N1[C@@H]1c3ccccc3OC[C@@H]1[C@H]2c1ccccc1
 : 2%	1.5	3%	3.2%	10%	-29%	-8%	i	i
> COCCN(CCOC)C(=O)c1ccc(NS(=O)(=O)c2ccc3[nH]c(=O)[nH]c3c2)cc1
 : -1%	-5.0	1%	-0.2%	0%	0%	2%	i	i
> O=C(CSc1ncnc2scc(-c3ccccc3)c12)NC1CCS(=O)(=O)C1 (stereo not drawn)
 : 1%	2.6	11%	2.6%	4%	21%	-10%	i	i
> COc1ccc(S(=O)(=O)Nc2cc3c4c(oc3c3ccccc23)CCCC4=O)cc1
 : -3%	-0.6	?	-0.7%	?	-8%	?	i	?
> COC(=O)C1=C(C)N(Cc2ccco2)C(=O)N[C@@H]1c1ccc(Br)cc1
 : /	1.2	19%	4.8%	0%	9%	?	i	i
> Cc1nn(Cc2ccc(Cl)cc2)c(Cl)c1/C=N/NC(=O)CNc1ccccc1F
 : -3%	-2.1	0%	0.8%	-14%	-12%	?	i	i
> CCOC(=O)Cc1csc(SCC(=O)Nc2sc3c(c2C(N)=O)CCC3)n1
 : -1%	0.6	-7%	-0.3%	-5%	17%	23%	i	i
> O=c1[nH]nc2c3ccccc3cnn12
 : 0%	0.6	4%	-0.1%	-8%	-3%	2%	i	i
> Cc1ccc(C)c(N2CCN(CCCNC(=O)Cn3cc4c(n3)CCC(C)C4)CC2)c1 (stereo not drawn)
 : -1%	-0.1	-13%	0.0%	-3%	0%	7%	i	i
> CN1CCN(Cc2oc(CO)cc(=O)c2O)CC1
 : -3%	-1.7	-21%	0.0%	-3%	0%	0%	i	i
> Cc1ccc(C(=O)N2CCN(C(=O)CN3CCCC3)C2)cc1
 : 2%	-7.0	-8%	2.2%	-5%	-1%	4%	i	?
> CCOC(=O)C1=CNS(=O)(=O)NC1c1ccc2ccccc2c1 (stereo not drawn)
 : 1%	-2.0	2%	3.1%	1%	-3%	3%	i	i
> CCCCN(C)CCCNC(=O)CCn1nc(-c2ccccc2)ccc1=O
 : 0%	-2.3	31%[activator]	-0.9%	-3%	4%	15%	i	?
> COCCCNc1nc2c(c(=O)n(Cc3ccccc3)c(=O)n2C)n1C
 : /	/	-17%	0.0%	0%	-7%	5%	/	i
> Cc1ccc2nc(/C(C#N)=C/c3ccc(-c4ccc(F)cc4F)o3)[nH]c2c1
 : /	/	272%[activator]	0.2%	?	0%	?	/	i
> CCCCC(=O)NC(NC(=O)CCCC)c1ccc(OCCC)c(OC)c1
 : 1%	-2.9	-1%	-0.4%	0%	-37%	9%	i	i
> COc1cccc(CNC(=O)[C@@H]2CCCN2C(=O)[C@H]2CCCCN2)c1
 : /	-1.2	/	-0.9%	/	/	/	i	i
> O=C(COC(=O)c1cccc(S(=O)(=O)N2CCc3ccccc32)c1)Nc1ncc(Cl)cc1Cl
 : 0%	-4.4	1%	0.1%	0%	-17%	-27%	i	i

Compound activity from PubChem BioAssay.
